Screening data from PubChem.
Yeast superoxide – yeast age-related superoxide inhibition as caloric restriction mimetic | S. cerevisiae aged cells, superoxide DHE fluorescence; hits give low values | superoxide response (% of plate mean), % at 10 µM | actives 0.18% (n = 330,000) | AID 2690;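 active = superoxide response under a set limit, about three screen SD below normal, cut at about 65% in these data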;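 note: yeast aged for seven days with compound at 30 °C before DHE staining; 100% = average MFI of all compound-treated wells on the plate with controls excluded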
LAP4-GFP MLPCN – alters LAP4-GFP fluorescence in TOR pathway yeast screen | GFP response vs DMSO, % at 10 µM | S. cerevisiae LAP4-GFP multiplex, flow cytometry GFP, 3 h; median GFP as percent of DMSO wells | AID 2023 | actives 0.34% (n = 320,000);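 active = GFP response vs DMSO above a set limit, about the screen mean plus 3 SD, cut at about 150% in these data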
CIT2-GFP yeast – alters CIT2-GFP fluorescence in TOR pathway yeast screen; S. cerevisiae CIT2-GFP strain, flow cytometry, 3 h; 100 means same as DMSO wells; GFP response vs DMSO, % at 10 µM; actives 0.065% (n = 320,000);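 active = GFP response relative to DMSO above a set limit, near the screen mean plus 3 SD, cut at about 150% in these data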;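 note: ratio of well median GFP fluorescence to mean of DMSO wells on the plate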
AGP1 TOR yeast – yeast TOR pathway AGP1-GFP modulation | AID 2066 | GFP response vs DMSO, % at 10 µM | S. cerevisiae AGP1-GFP multiplex flow cytometry, 3 h; GFP as percent of DMSO wells | actives 0.02% (n = 320,000);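 active = GFP response relative to DMSO above a set limit, near screen average plus 3 SD, cut at about 150% in these data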;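 note: median GFP channel fluorescence of the gated AGP1 strain per well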
GRK2 inh – human GRK2 inhibition via aptamer displacement; P25098; bead flow cytometry, FAM-aptamer displacement from GRK2; inhibition of aptamer binding, % at 10 µM; actives 0.59% (n = 330,000); AID 488847;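 active = inhibition of aptamer binding above 40%, roughly 3 SD of noise, on plates passing a quality check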;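 note: median bead fluorescence of bound FAM aptamer so fluorescent compounds give negative values; no value below 0 was filed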
Target sequence (P25098 whole entry, looked up): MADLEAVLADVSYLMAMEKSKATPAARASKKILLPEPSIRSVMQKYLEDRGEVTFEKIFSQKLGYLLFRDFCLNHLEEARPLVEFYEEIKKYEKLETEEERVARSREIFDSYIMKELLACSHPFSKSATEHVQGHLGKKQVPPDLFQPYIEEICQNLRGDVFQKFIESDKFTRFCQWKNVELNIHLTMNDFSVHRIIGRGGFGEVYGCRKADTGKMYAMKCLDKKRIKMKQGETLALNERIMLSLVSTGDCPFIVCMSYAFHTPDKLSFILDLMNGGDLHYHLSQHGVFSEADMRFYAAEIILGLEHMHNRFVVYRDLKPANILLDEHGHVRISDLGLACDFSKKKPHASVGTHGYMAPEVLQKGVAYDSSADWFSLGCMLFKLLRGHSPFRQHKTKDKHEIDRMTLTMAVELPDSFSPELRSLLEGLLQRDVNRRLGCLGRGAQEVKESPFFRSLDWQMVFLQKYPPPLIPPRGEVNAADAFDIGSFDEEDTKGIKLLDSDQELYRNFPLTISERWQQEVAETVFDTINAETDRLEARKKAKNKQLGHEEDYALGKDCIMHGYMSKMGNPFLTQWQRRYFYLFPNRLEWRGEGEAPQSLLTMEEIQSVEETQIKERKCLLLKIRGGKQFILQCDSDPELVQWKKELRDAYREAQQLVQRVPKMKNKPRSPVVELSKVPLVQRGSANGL
MEP2 TOR yeast – yeast TOR pathway MEP2-GFP modulation; S. cerevisiae MEP2-GFP strain, flow cytometry GFP, 3 h; 100% = DMSO control level; GFP response vs DMSO, % at 10 µM; actives 0.51% (n = 330,000); AID 2016;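 active = GFP response versus DMSO above a set limit, roughly screen mean plus 3 SD, cut at about 180% in these data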;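 note: median GFP fluorescence of the barcode-gated MEP2-GFP cells per well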
VLA-4 inh – inhibition in a human VLA-4 binding assay. P13612. VLA-4 expressing cells, ligand binding flow cytometry. inhibition, % (about 7 µM as worked out from the volumes in the protocol). actives 0.2% (n = 330,000). AID 2557; in the data active = inhibition above about 50%
RPL19A-GFP yeast – modulators of TOR pathway RPL19A-GFP in S. cerevisiae. S. cerevisiae RPL19A-GFP strain, flow cytometry, 3 h; hits give low values. percent response vs DMSO, % at 10 µM. actives 0.3% (n = 330,000). AID 2025;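 active = percent response vs DMSO below 50%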;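 note: median channel GFP fluorescence of the barcoded RPL19A-GFP strain; ratio of sample median GFP to plate DMSO average so 100% = DMSO; lower means less RPL19A-GFP as with rapamycin TOR inhibition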
* = called active by the depositor; / = not tested or not shown. This is a random part of the collection, and some 1.7% of all compounds hit somewhere here.

nr	mol	Yeast superoxide	LAP4-GFP MLPCN	CIT2-GFP yeast	AGP1 TOR yeast	GRK2 inh	MEP2 TOR yeast	VLA-4 inh	RPL19A-GFP yeast
1	COc1cccc(NC(=O)NCc2ccc(F)cc2)c1	92	98	102	98	1	110	15	105
2	CC1Cc2ccccc2N1C(=O)COC(=O)CCc1nc2ccccc2c(=O)[nH]1 (stereo not drawn)	113	102	101	103	3	98	8	96
3	COc1cc(C(=O)NCCOc2cc(C)ccc2C(C)C)cc(OC)c1OC	99	97	102	97	0	111	5	102
4	CCOC(=O)CSc1nc2ccc(Nc3nc(N4CCOCC4)nc(N4CCOCC4)n3)cc2s1	96	104	108	105	0	101	12	107
5	CCOC(=O)C1=C(C)C(c2cccc(Oc3ccccc3)c2)NC(=S)N1 (stereo not drawn)	115	96	104	102	/	110	12	111
6	CC(C)C(c1nnnn1CC1CCCO1)N1CCN(Cc2ccc3c(c2)OCO3)CC1 (stereo not drawn)	112	96	90	98	3	103	7	97
7	COc1ccccc1CNC(=O)CCn1c(=O)oc2ccccc21	84	114	98	95	0	95	-14	101
8	O=C(C1CCN(S(=O)(=O)c2cccnc2)CC1)N1CCN(c2ccccc2Cl)CC1	90	99	108	112	0	101	14	104
9	CCOc1ccc(NC(=O)CN(C)C(=O)c2c(-c3c(F)cccc3Cl)noc2C)cc1OCC	120	102	93	98	1	99	-5	98
10	O=C(COc1ccc(S(=O)(=O)NC2CCCCC2)cc1)Nc1ccc2c(c1)OCCO2	103	100	93	98	2	95	-8	98
11	CC1(C)C2CCC(C2)C1(C)NC(=O)CN1CCN(Cc2ccccc2)CC1 (stereo not drawn)	106	95	100	98	5	104	-2	102
12	CCOCCCNc1nc2c([nH]1)c(=O)n(C)c(=O)n2C	122	105	106	101	0	99	-11	98
13	COc1ccc(NC(=O)CN2CCCCC2)cc1S(=O)(=O)N1CCCCC1	115	111	95	105	3	100	6	96
14	CC1Cc2cc(S(=O)(=O)N3CCN(c4ccc(Cl)cc4)CC3)ccc2N1C(=O)C1CC1 (stereo not drawn)	103	94	98	97	1	91	0	100
15	CC1SCC(=O)N(CC(=O)NC2CCCCC2)C1=O (stereo not drawn)	89	100	97	105	2	100	2	103
16	CC1Cc2cc(/C(O)=C3/C(=O)C(=O)N(CCCn4ccnc4)C3c3cccnc3)ccc2O1 (stereo not drawn)	101	102	93	100	0	99	7	95
17	Cc1[nH]nc(SCC(=O)N2CCCCCC2)c1[N+](=O)[O-]	99	95	100	92	1	108	10	102
18	CCc1ccccc1NC(=O)CN(C)C(=O)c1cc(C2CC2)nc2c1cnn2C(C)C	84	94	93	93	0	94	7	94
19	CC(C)CC(=O)NC(=S)Nc1sc2c(c1C(N)=O)CCC2	99	113	104	106	1	104	5	102
20	COc1ccc(OC)c(S(=O)(=O)N2CCN(C)CC2c2ccccc2)c1 (stereo not drawn)	95	121	100	111	0	113	0	103
21	CCOC(=O)CC(=O)NC(CC(=O)OC)c1ccc(Br)cc1 (stereo not drawn)	85	102	113	119	5	104	3	107
22	Cc1ccc(CNC(=O)c2csc3c2CCCCC3)cc1	91	91	96	96	0	98	-15	96
23	O=C(NCc1ccco1)c1cc2n(n1)C(C(F)(F)F)CC(c1ccc(Br)cc1)N2 (stereo not drawn)	90	110	110	102	0	103	8	105
24	O=C(N/N=C/c1ccc([N+](=O)[O-])s1)c1cccc(Br)c1	110	106	97	101	0	108	4	101
25	CC(C)CSc1nc2c(=O)[nH][nH]c(=O)c2n1Cc1ccccc1	86	92	105	102	0	98	7	97
26	CCOC(=O)N1CCN(Cc2cn[nH]c2-c2cc3ccccc3o2)CC1	95	100	97	97	0	95	-6	90
27	CC1=C(c2ccc(C(C)C)cc2)S(=O)(=O)N=C1N1CCN(C(=O)c2ccco2)CC1	101	106	102	107	1	105	2	104
28	Brc1ccc(Sc2cnc3ccccc3n2)cc1	92	120	113	107	1	109	4	107
29	COC(=O)C1C(=O)C2=C(CC1C)NC(C)=C(C(=O)OCc1ccc(OC)cc1)C2c1ccc(C)o1 (stereo not drawn)	105	100	100	101	1	99	5	98
30	CC(C)c1ccccc1NCC(=O)N1CCN(Cc2ccccc2)CC1	89	109	98	108	4	109	8	102
31	COc1ccc(/C=C/C(=O)NCCOc2ccc(C)cc2)cc1	105	107	87	87	0	95	10	93
32	Cc1c(C(=O)Nc2ccc(S(=O)(=O)Nc3ncccn3)cc2)oc2ccccc12	102	114	94	106	0	105	17	105
33	CC(=O)N1c2c(cc(Br)cc2S(=O)(=O)N2CCN(c3ccccn3)CC2)CC1C (stereo not drawn)	95	96	99	104	1	102	22	99
34	Cc1ccc(S(=O)(=O)NC(=O)Nc2cc(C)no2)cc1	87	106	99	111	0	109	9	104
35	CCOc1ccc(N/C=C/C(=O)c2ccc3ccccc3c2)c([N+](=O)[O-])c1	94	106	99	104	4	109	-1	98
36	CCc1cc2c(SCC(=O)Nc3ncc(Cl)c(C)c3Cl)ncnc2s1	106	94	101	101	0	105	-6	103
37	COc1ccc(-c2cc3ncnc(Cl)c3s2)cc1	97	109	94	88	4	100	-13	91
38	Cc1nnc(SCC(=O)NNC(=O)COc2ccc(Cl)cc2)s1	116	100	97	103	1	106	-1	107
39	CC(=O)C1=C(c2ccccc2)OC(N)=C(C#N)C1c1ccccc1C (stereo not drawn)	84	91	90	88	0	97	8	98
40	COc1ccc(/C=C2\CCCc3c2nc2ccccc2c3C(=O)OCC(=O)c2c(N)n(C)c(=O)n(C)c2=O)cc1	95	91	92	99	1	95	-4	99
41	COc1ccc(NC(=O)c2c(NC(=O)CNCc3ccco3)sc3c2CCC3)cc1	113	100	105	95	0	95	4	97
42	COc1ccc(/C=C2\SC(=S)N(CCC(=O)NCCc3ccc(O)cc3)C2=O)cc1	96	91	97	89	3	103	4	91
43	CC(=O)N1CCc2cc(Br)cc(S(=O)(=O)NCCCN(C)Cc3ccccc3)c21	100	88	97	91	0	99	-2	101
44	CCOc1cc(C2C(C#N)=C(N)Oc3n[nH]c(C)c32)ccc1OCCN1CCOCC1 (stereo not drawn)	99	114	92	102	4	105	4	100
45	O=C(Nc1ccc(F)cc1)c1ccccc1S(=O)(=O)c1ccccc1[N+](=O)[O-]	129	94	105	98	1	102	-5	103
46	N#Cc1c(NC2CCCCC2)nc(-c2ccco2)c2c1CCCC2	112	105	64	18	0	96	-7	94
47	CC1CCC(C(C)C)C(OCC(O)CNC(C)C)C1 (stereo not drawn)	87	107	101	105	1	104	10	112
48	O=C(Nc1nnc(CC2=CCCCC2)s1)c1cccs1	105	105	88	90	2	92	8	93
49	C/C(=N\NC(=S)NC(C)C)c1ccc(C(C)(C)C)cc1	79	101	105	99	2	98	5	98
50	Cn1c(C(=O)NCc2cccs2)cc2c(=O)n(C)c3ccccc3c21	98	98	99	103	0	111	5	97

(further entries)
nr	mol	Yeast superoxide	LAP4-GFP MLPCN	CIT2-GFP yeast	AGP1 TOR yeast	GRK2 inh	MEP2 TOR yeast	VLA-4 inh	RPL19A-GFP yeast
51	CCN1CCc2nc(NC(=O)c3ccccc3)sc2C1	89	97	109	110	0	110	3	105
52	Cc1cc(Br)ccc1OCCCCNC(C)(C)C	95	98	95	100	0	106	3	97
53	CCC(C(=O)c1ccc(O)cc1)c1ccccc1 (stereo not drawn)	98	111	93	97	1	102	-3	101
54	COc1ccc(CNC(=O)C(OC(C)=O)c2ccccn2)cc1 (stereo not drawn)	92	94	91	96	0	97	-9	97
55	CCOC(=O)CCC(=O)Nc1ccc([N+](=O)[O-])cc1C	102	123	100	98	0	102	9	105
56	CC(C)(C)OC(=O)CN1c2cccc3cccc(c23)S1(=O)=O	98	94	99	104	0	101	12	102
57	C/C(=N\NC(=O)CCc1ccc(S(=O)(=O)N2CCOCC2)cc1)c1ccc(Br)cc1	95	97	90	94	1	101	6	90
58	O=[N+]([O-])c1ccc2nc(-c3ccccc3[N+](=O)[O-])[nH]c2c1	116	96	95	90	2	98	-6	100
59	COc1ccc(-c2csc(/N=C/N(C)C)n2)cc1OC	91	122	102	102	1	110	11	104
60	Cc1cccc(NC(=O)Cn2nnc(C(=O)NCc3ccco3)c2N)c1	80	94	104	102	1	103	-1	108
61	O=S1(=O)CCC(NC(=S)N2CCOCC2)C1 (stereo not drawn)	92	87	95	94	0	89	-3	100
62	CN(CC(=O)Nc1ccc(F)c(F)c1F)C(=O)C1=NN(c2ccccc2)C(=O)CC1	102	93	88	89	4	97	3	91
63	Cc1ccc(S(=O)(=O)N2CCC(C(=O)NC3CCCCC3C)CC2)cc1 (stereo not drawn)	75	99	99	99	0	101	8	98
64	COc1ccc(OC)c(NC(=O)CCCN2C(=O)C3C4C=CC(C4)C3C2=O)c1 (stereo not drawn)	96	103	90	99	0	97	2	101
65	Cc1ccccc1OCC1Cc2c(nc(N)c(C#N)c2N)O1 (stereo not drawn)	89	98	106	103	0	106	-5	93
66	Cc1nc(NC(=O)c2ccc3c(c2)OCO3)ccc1Br	97	110	99	86	1	98	21	98
67	O=C(Nc1cccc(Cl)c1)Nc1ccc(Br)cc1F	100	102	110	98	2	99	10	101
68	C=Cc1ccc(CSc2cc(C)nc3nc(C)nn23)cc1	104	118	96	101	0	103	11	94
69	CCOC(=O)c1cc(-c2ccco2)nc2c1c(C)nn2-c1ccccc1	93	94	82	88	1	102	-8	98
70	COCCNC(=O)c1cc2c(-c3ccc(Cl)cc3)nn(C)c2s1	99	110	94	92	0	107	15	92
71	O=C(CSCc1ccccc1)Nc1ccc(S(=O)(=O)N2CCOCC2)cc1	103	102	95	96	0	101	24	96
72	COc1ccc(OC)c(C2C(C#N)=C(N)N(N(C)C)C3=C2C(=O)CC(C)(C)C3)c1 (stereo not drawn)	100	111	103	106	0	111	10	95
73	CCCNS(=O)(=O)c1ccc(OCC(=O)NCc2ccco2)cc1	119	105	107	104	2	93	13	102
74	Cc1ccc2nc(NC(=S)NC(=O)c3cccs3)sc2c1	102	102	106	102	1	106	6	102
75	CN=C1SC(CC(=O)Nc2ccc(C(C)=O)cc2)C(=O)N1C (stereo not drawn)	79	96	101	105	0	103	8	103
76	CC(C)C(C(=O)Nc1cccnc1)N1C(=O)c2ccccc2C1=O (stereo not drawn)	108	97	103	95	3	101	6	97
77	Cn1c2ccccc2c2cnn(CC(=O)NCCCN3CCN(c4ccccc4F)CC3)c(=O)c21	93	95	92	16	0	120	5	98
78	Cc1ccc(OCC(=O)Nc2ccc(NC(=O)c3ccccc3)c(C)c2)cc1	83	76	98	98	0	106	0	116
79	CCCCNC(=O)COC(=O)c1cc(C)oc1C	112	98	104	99	1	113	6	95
80	CCN(CC(=O)NC1CCCC1)S(=O)(=O)c1ccc(Br)cc1	104	75	102	88	0	78	2	82
81	COCCN(Cc1ccccc1)C(=S)Nc1ccc(Cl)cc1	98	105	112	100	2	114	8	109
82	CC(C(=O)OCC(=O)Nc1cccc(S(=O)(=O)N(C)C)c1)N1C(=O)c2ccccc2C1=O (stereo not drawn)	110	102	98	107	1	100	15	102

A different layout for part of the listing above:
71) O=C(CSCc1ccccc1)Nc1ccc(S(=O)(=O)N2CCOCC2)cc1
81) COCCN(Cc1ccccc1)C(=S)Nc1ccc(Cl)cc1
80) CCN(CC(=O)NC1CCCC1)S(=O)(=O)c1ccc(Br)cc1
assay / compound | 71 | 81 | 80
Yeast superoxide | 103 | 98 | 104
LAP4-GFP MLPCN | 102 | 105 | 75
CIT2-GFP yeast | 95 | 112 | 102
AGP1 TOR yeast | 96 | 100 | 88
GRK2 inh | 0 | 2 | 0
MEP2 TOR yeast | 101 | 114 | 78
VLA-4 inh | 24 | 8 | 2
RPL19A-GFP yeast | 96 | 109 | 82
